RSV antiviral HEp-2 = inhibition of RSV-induced cytopathic effect – HEp-2 cells, primary 10 µM value included (AID 2391) | HEp-2 cells, RSV-induced CPE inhibition; higher % means a stronger effect | one-dose CPE inhibition, % at 10 µM; IC50 in µM for titrated hits | 310,000 tested, 0.13% active; in the data active = a potency from the dose series; inconclusive = CPE inhibition mostly from about 23% at the one dose, without a potency; inactive = the rest, 99 in 100 with CPE inhibition below about 21%; also: strong numbers were not always called active
TNAP activators = stimulation of alkaline phosphatase TNAP activity – biochemical, luminescent, no phosphate acceptor, uHTS, primary screen (AID 1001); purified TNAP, luminescent activation assay, no phosphate acceptor; higher activation fold means a stronger effect; activation fold at 20 µM, or EC50 in µM where a hit was titrated; 200,000 tested, 0.03% active; in the data active = activation fold from about 3, or a potency from the dose series; inactive = the rest, 99 in 100 with activation fold below about 1.6; also: many of its hits are not listed in these tables
NTR1 agonist = NTR1-driven beta-arrestin-GFP spot formation – imaging, U2OS cells, high content, primary screen (AID 493036). P30989. agonist mode. activation, % at 20 µM. 330,000 tested, 0.17% active;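 active = activation at or above 40% of the spot to cytoplasm intensity ratio, with at least 20 cells analyzed; inconclusive = wells under 20 cells, flagged as cytotoxic or low count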;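 also: 0% = DMSO without peptide and 100% = 100 nM NTR1 peptide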
Target sequence (P30989 whole entry, looked up): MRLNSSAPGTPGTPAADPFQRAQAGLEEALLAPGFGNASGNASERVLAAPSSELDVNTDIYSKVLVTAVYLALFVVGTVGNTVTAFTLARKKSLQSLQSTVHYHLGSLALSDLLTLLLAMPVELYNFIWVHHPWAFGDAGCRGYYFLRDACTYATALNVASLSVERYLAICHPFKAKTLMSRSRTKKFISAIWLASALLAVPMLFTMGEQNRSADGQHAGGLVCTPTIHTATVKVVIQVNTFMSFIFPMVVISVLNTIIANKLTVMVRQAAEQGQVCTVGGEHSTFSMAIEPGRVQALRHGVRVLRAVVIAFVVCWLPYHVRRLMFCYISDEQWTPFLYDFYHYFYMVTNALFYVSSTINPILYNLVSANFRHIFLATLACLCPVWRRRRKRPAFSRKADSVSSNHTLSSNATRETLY
Myeloid diff MLP = myeloid differentiation induction | 360,000 tested, 1% active | calls only at 10 µM | AID 624256 | ER-HoxA9 myeloid progenitors, lysozyme-GFP differentiation, flow cytometry;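 active = normalized GFP-positive differentiation at or above the plate's own cutoff, the solvent-only control mean plus 3 SD; inconclusive = no clear call, values can overlap the other calls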;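 also: cells exposed to compound for four days before flow analysis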
K1F lysis inhibition = protection from phage-mediated lysis, alamar blue read-out – E. coli UTI89, K1F phage, bacterial capsule biogenesis inhibitors (AID 488966) | E. coli UTI89 K1F phage lysis, alamar blue, 2 h; higher % means a stronger effect | inhibition, % at 100 µM; hits with a dose series show IC50 in µM | 340,000 tested, 0.02% active;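 active = phage lysis inhibition, versus mean bacterial control, above a set limit; inconclusive = no clear call, values can overlap the other calls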;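 also: capsule biogenesis inhibitors block K1F phage lysis so surviving cells raise fluorescence; higher fluorescence means more inhibition of phage lysis; actives were called in the ten point dose series up to 300 µM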
Rac1 GTP hydrolysis = MgcRacGAP GTPase-activating activity inhibitors, confirmation, biochemical, ADP Hunter fluorescence; MgcRacGAP-stimulated Rac1 GTP hydrolysis, ADP Hunter fluorescence; higher % means a stronger effect; GST-tagged Rac1 F28L mutant substrate; inhibition, % at 30 µM; hits with a dose series show IC50 in µM; 340,000 tested, 0.6% active;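 active = first-screen hits whose inhibition reached a set limit at any dose in the follow-up dose series; inconclusive = inhibition above the set first-screen limit but never retested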;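 also: fluorescence reports GDP produced by GAP-driven GTP hydrolysis; strong numbers were not always called active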
Large T inhibition = SV40 large T antigen inhibitors, biochemical (AID 1903). inhibition, % at 20 µM, or IC50 in µM where a hit was titrated. 310,000 tested, 0.39% active. SV40 large T antigen ATPase/helicase inhibition assay; higher % means a stronger effect; in the data active = a potency from the dose series; inconclusive = inhibition mostly from about 32% at the one dose, without a potency; inactive = the rest, 99 in 100 with inhibition below about 32%; also: strong numbers were not always called active
PhoP inhibition = inhibitors of PhoP regulon expression, primary screen, Salmonella Typhimurium, GFP reporter (AID 1863); one-dose inhibition, % at 50 µM; IC50 in µM for titrated hits; 300,000 tested, 0.16% active; S. Typhimurium PhoP-regulated promoter GFP reporter, 4 h; higher % means a stronger effect;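 active = inhibition over 29.93%, a cutoff 3 SD above the screen mean, later confirmed by dose response; inconclusive = inhibition over 29.93% but no dose response follow-up; inactive = inhibition at most 29.93% or unconfirmed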;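 also: 0% = low Mg2+ inducing control and 100% = high Mg2+ repressing control; strong numbers were not always called active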
T cell modulator = modulates CD8 T cell binding to vesicles; 2C CD8+ T cell-vesicle binding, flow cytometry; hits give low values; calls only at 7 µM; 330,000 tested, 0.068% active;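 active = response, share of CD8 T cells binding vesicles, and their 90th percentile fluorescence all below set limits, cut at about 80% in these data, passing the limit was not always enough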
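Benchmarks: naked versus QL9-loaded vesicles / Assay system: purified 2C TCR transgenic mouse naive CD8+ T cells / Technique: high-throughput flow cytometry with anti-B7-1 and anti-CD8 staining / Timing: Cell–vesicle co-incubation 1.5 h at 37 °C, staining 20 min on ice / Read-out: percent CD8+ FL2 mean versus row control / Probe or stimulus: QL9-loaded Drosophila micro-vesicles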
T cell modulator vesicle-bound % = second read-out of T cell modulator, no call of its own (marks repeat the call); double positive events, %; measured here: CD8+ vesicle-bound cell fraction;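 binding gate set so that unloaded-vesicle control wells show 10% double positive cells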
NTR1 agonist cell count 20 µM = further read-out of NTR1 agonist, marked with its call; cell count; measured here: cell count, cytotoxicity flag
Myeloid diff MLP GFP+ MAC1+ % = recorded beside Myeloid diff MLP, whose call it bears; GFP+ MAC1+ double positive, %; measured here: differentiation confirmed by MAC1 staining
Starred values were filed as active, the others as inactive; i = inactive; ? = inconclusive; . = no result given; & = joins results of further samples; [ ] = another dose, or the depositor's remark.

Structure	RSV antiviral HEp-2	TNAP activators	NTR1 agonist	NTR1 agonist cell count 20 µM	Myeloid diff MLP	Myeloid diff MLP GFP+ MAC1+ %	K1F lysis inhibition	Rac1 GTP hydrolysis	Large T inhibition	PhoP inhibition	T cell modulator	T cell modulator vesicle-bound %
CCCC(=O)Nc1ccc2c(c1)COC2=O	2.5%	1.1	0.3	46	i	0.1	0.2%	-4%	22%	4%	i	33
O=S(=O)(NCc1ccc(Cl)cc1)c1ccc(Cl)nc1	1.7%	1	0.1	43	i	0.6	-0.1%	10%	9%	2%	i	52
COc1ccccc1N(CC(=O)Nc1ccccc1C(=O)NC(C)C)S(C)(=O)=O	-0.5%	1	-1.2	49	i	0.7	1.4%	11%	-1%	-9%	i	37
O=C(Cc1ccc(S(=O)(=O)N2CCOCC2)s1)N1CCN(S(=O)(=O)c2cccc([N+](=O)[O-])c2)CC1	0.2%	.	4.0	60	i	1.6	0.8%[50 µM]	5%	13%	-7%	i	23
COc1ccc(S(=O)(=O)N2CCc3ccccc32)cc1[N+](=O)[O-]	13%	.	-1.3	80	i	0.4	0.0%	6%	25%	-3%	i	23
Cc1cc(Nc2ccccc2F)n2ncnc2n1	0.2%	1.1	0.1	51	i	1.0	-1.8%	-2%	3%	35%	i	41
O=C(Nc1ccc(Cl)cc1-c1nc2ccccc2s1)c1ccco1	3.0%	1.1	1.1	79	i	0.5	0.4%	4%	19%	-8%	i	29
COc1ccc(-c2oc(/N=C/N3CCCC3)c(C#N)c2-c2ccc(OC)cc2)cc1	4.0%	1.1	1.2	71	i	0.8	1.2%[50 µM]	7%	0%	3%	i	51
Cc1ccc(S(=O)(=O)N(CC(=O)Nc2ccc(Cl)c([N+](=O)[O-])c2)C2CCCCC2)cc1	13%	1.3	6.1	47	i	0.1	0.6%[50 µM]	5%	0%	-2%	i	3
CCc1ccc(OCCNC(=O)c2ccco2)cc1	0.0%	.	0.9	62	i	0.0	0.0%	5%	29%	2%	i	12
COc1ccc(CN(C)C(=O)CNC(=O)CNC(=O)c2ccc(Cl)cc2Cl)cc1F	-0.1%	.	8.0	56	i	0.6	0.5%	10%	6%	-5%	i	29
O=C1NC(=Nc2cccc(Cl)c2)SC1Cc1cccc(Cl)c1Cl (stereo not given)	2.9%	1.1	3.3	63	i	0.5	0.0%	-1%	9%	4%	i	12
COc1cc2ccccc2cc1C(=O)NC(=S)Nc1nnn(C)n1	0.9%	1.1	2.1	64	i	0.2	0.5%	-10%	3%	-14%	i	42
COc1ccc(OCC(=O)Nc2ccc(S(=O)(=O)N3CCN(C)CC3)cc2)cc1	2.0%	1	0.4	28	i	0.4	.	.	22%	2%	i	37
CC1CCCN(C(=O)Cn2cnc3c2c(=O)n(C)c(=O)n3C)C1 (stereo not given)	0.6%	1.1	-1.7	61	i	0.4	3.3%	5%	10%	2%	i	37
CN(C)CCCNC(=O)C[C@H]1C[C@H](C(=O)N2CCOCC2)[C@@]2(C)c3[nH]c4ccc(Cl)cc4c3CCN2C1=O	.	.	2.2	47	i	0.4	0.1%	12%	.	.	.	.
COc1ccc(NC(=O)COc2ccc(/C=N/NC(=O)c3cccnc3)cc2OC)cc1	2.1%	1.2	0.3	72	i	0.4	0.0%	7%	8%	-14%	i	51
O=C(CNC(=O)Cc1ccccc1)N=Nc1c(O)[nH]c2ccc(Br)cc12	9.1%	.	0.9	64	i	0.5	0.1%	10%	-17%	6%	i	33
O=c1c(Cc2ccc(F)cc2)c(O)ccn1Cc1cccc(Cl)c1	4.0%	1	-0.7	39	i	0.8	-0.5%	-4%	-2%	0%	i	54
COc1ccc2[nH]c(=O)c(CN(C(=O)COc3ccccc3)C(C)C)cc2c1	-1.3%	1	-0.8	52	i	0.5	0.3%	15%	-1%	5%	i	56
CCCCNC(=O)CCc1nc2cccnc2n1Cc1ccc(OC)cc1	0.5%	1.1	-0.5	84	i	0.9	4.6%	6%	6%	-4%	i	22
CCCC(=O)Nc1ccccc1N1CCN(C(=O)c2ccccc2)CC1	1.3%	1.2	13	85	i	0.7	0.1%	0%	-1%	14%	i	40
C(=C\c1ccccc1)/C=N/Nc1nncc(-c2ccccc2)n1	0.7%	1	0.0	66	.	.	.	.	9%	8%	i	54
CCc1nnc(NC(=O)COc2ccccc2[N+](=O)[O-])s1	0.9%	.	1.2	68	i	0.6	0.1%	7%	13%	-4%	i	57
COc1ccc(C2=C(CN(C)C)C(c3ccccc3)c3ccccc3O2)cc1 (stereo not given)	8.3%&5.7%	1.1&1	12&7.8	44&64	i	0.3	-0.6%	1%	1%&1%	4%&-6%	i	43&56
Cc1cccc(C(=O)NCC(=O)N2CCN(c3ccc(Cl)cc3)CC2)c1	5.5%	.	-0.6	58	i	0.6	0.3%	7%	7%	-2%	i	47
Cc1nc(NCC2CCCO2)c2nnn(Cc3ccccc3)c2n1 (stereo not given)	0.8%	1.1	-0.6	60	i	0.6	3.9%	6%	8%	-4%	i	23
C(#Cc1ccccc1)CN1CCN(c2ccccn2)CC1	0.4%	1	-1.2	53	i	0.6&0.5	0.2%&5.8%	-5%&4%	3%	15%	i	40
O=C(Nc1ccon1)Nc1ccccc1C(F)(F)F	2.1%	.	-1.3	60	i	0.4	0.6%[50 µM]	3%	14%	3%	i	9
Cc1ccc(S(=O)(=O)Nc2nc3cc(C)c(C)cc3[nH]2)cc1	0.6%	1	0.7	33	i	0.1	.	.	-1%	4%	i	58
Cn1c(=O)n(Cc2ccccc2Br)c2ccccc21	5.9%	1.1	0.2	43	i	0.1	0.2%	7%	23%	2%	i	31
O=C(COC(=O)CCCC1=NS(=O)(=O)c2ccccc2N1)Nc1ccccc1	1.3%	.	0.4	55	i	3.1	0.0%	11%	-2%	0%	i	11
CC(C)c1ccc(NC(=O)COC(=O)c2cc(=O)[nH]c3ccccc23)cc1	1.3%	.	1.5	56	i	0.3	-0.6%[50 µM]	7%	.	.	i	25
Cc1ccc(C(=O)NCC(=O)OC(C)C(=O)Nc2ccc(N3CCOCC3)cc2)s1 (stereo not given)	-0.5%	.	1.4	56	i	0.4	2.6%[50 µM]	5%	15%	1%	i	35
COc1ccc(Br)cc1C(=O)Nc1ccc(Cc2ccncc2)cc1	4.6%	1	1.4	70	i	4.3	1.2%	12%	2%	-2%	i	11
CC1CCC(NC(=O)COc2ccccc2C(N)=O)CC1 (stereo not given)	2.8%	1.1	-1.7	53	i	0.4	-0.3%	5%	12%	0%	i	51
COc1ccc(Br)cc1CNC(C)c1ccccc1 (stereo not given)	1.6%	1.1	0.7	47	i	0.8	9.2%	4%	0%	13%	i	33
COCCN=C1NN=C(c2ccc(NC(C)=O)cc2)CS1	2.0%	1.1	0.0	36	i	0.2	2.2%	11%	17%	-7%	i	8
O=C(NC(=S)Nc1ccc2c(c1)OCO2)c1ccc(Cl)cc1	1.2%	1	4.7	49	i	0.1	2.2%[50 µM]	5%	-89%	21%	i	11
COc1ccc(C(=O)N/C(=C/c2ccccc2F)C(=O)NCCN2CCOCC2)cc1OC	0.8%	.	0.1	59	i	2.2	0.2%	-8%	6%	2%	i	2
CCOC(=O)C1=C(Cc2ccc(C)cc2)C(=O)c2ccccc2C1=O	-3.2%	1.1	1.7	74	.	.	.	.	?	-14%	i	8
CCCC(=O)NCCc1nc2ccccc2n1CCC	2.1%	1.1	-0.5	109	i	1.6	0.8%	4%	7%	5%	i	44
S=c1nc(C2CC2)[nH]c2ccccc12	0.7%	1.1	3.8	65	i	1.5	13%	15%	7%	-1%	i	28
COc1cc(OC)cc(C(=O)N[C@H](C(=O)Nc2ccc3c(c2)OCO3)C(C)C)c1	0.2%	1	1.9	65	i	0.9	0.2%	-6%	5%	-6%	i	38
Cc1ccc(S(=O)(=O)N2CCC(C(=O)Nc3nnc(-c4ccc(F)cc4)s3)CC2)cc1	0.9%	1	-0.4	62	i	0.9	-0.9%	4%	4%	-8%	i	46
Cc1nc(Cc2nnc(SC(C)C(=O)Nc3cccc(C#N)c3)o2)cs1 (stereo not given)	-1.0%	.	-0.5	65	i	0.3	1.5%[50 µM]	0%	9%	-4%	i	54
CN1CCN(c2oc(-c3ccccc3)nc2S(=O)(=O)c2ccccc2)CC1	.	.	6.4	55	i	0.7	1.3%	-2%	.	.	i	41
O=C(c1ccccc1)N1CCN(C(=O)c2ccccc2)CC1	3.1%	1	2.8	54	.	.	-0.8%	4%	11%	5%	i	52
CN1C(C(=O)NCC2CC2)CC2Cn3c(nc4ccccc43)C21 (stereo not given)	2.5%	.	0.5	50	i	1.6	0.8%	2%	9%	-6%	i	13
COC(=O)c1ccc(OCCN2CCCCCC2)cc1	0.2%	1.1	0.0	68	i	0.2	-0.1%	26%	4%	11%	i	55
CC(OC(=O)C1CC(=O)N(Cc2ccccc2)C1)C(=O)Nc1ccc(F)cc1Cl (stereo not given)	-0.9%	.	-1.8	62	i	0.5	2.2%[50 µM]	-3%	7%	-6%	i	35
O=C(N/N=C/c1cc([N+](=O)[O-])cc([N+](=O)[O-])c1O)/C(=C\c1cccs1)NC(=O)c1ccccc1	2.6%	1.1	-1.5	56	i	0.4	0.5%	0%	7%	-8%	i	45
CCN(CC(=O)NCc1ccc(Cl)cc1)C(=O)/C=C/c1ccc(C#N)cc1	-0.1%	.	-0.3	47	i	3.2	-0.1%	-3%	-26%	-2%	i	57
O=C(CCNC(=O)c1ccc([N+](=O)[O-])cc1)Nc1ccccc1N1CCCC1	1.1%	.	-0.1	66	i	0.7	1.6%[50 µM]	4%	10%	4%	i	15
